D2 antag: antagonists of human D2 dopamine receptor | P14416 | HEK293 TREx D2 cells, calcium flux, dopamine EC80 | inhibition, % at 10 µM | 340,000 compounds, 2% hits; in the data active means inhibition above about 30%; further: 0% is about no effect
Target sequence (P14416 whole entry, looked up): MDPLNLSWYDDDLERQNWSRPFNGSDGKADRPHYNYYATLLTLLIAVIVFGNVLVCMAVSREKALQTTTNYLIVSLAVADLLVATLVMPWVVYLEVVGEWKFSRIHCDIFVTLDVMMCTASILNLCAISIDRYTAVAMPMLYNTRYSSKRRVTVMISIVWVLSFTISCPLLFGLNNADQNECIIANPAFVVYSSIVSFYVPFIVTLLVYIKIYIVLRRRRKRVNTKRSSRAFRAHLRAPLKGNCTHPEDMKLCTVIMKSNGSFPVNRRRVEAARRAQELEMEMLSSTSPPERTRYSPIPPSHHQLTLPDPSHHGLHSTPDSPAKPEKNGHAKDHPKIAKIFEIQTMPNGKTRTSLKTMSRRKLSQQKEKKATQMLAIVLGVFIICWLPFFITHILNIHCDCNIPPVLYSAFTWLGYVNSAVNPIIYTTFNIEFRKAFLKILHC
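Calcium flux kinetic readout in an inducible HEK293 TREx D2 line plated overnight at 30 C. After 180 s compound exposure, an EC80 dopamine challenge follows with another 180 s kinetic read to detect antagonism.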
TrxR1 inh: blocks rat thioredoxin reductase 1; O89049; AID 588453; 390,000 compounds, 1% hits; Potency, µM (doses to about 114 µM), without a hit: at the highest dose activity change, negative = inhibition, hits mostly inhibitors; recombinant rTrxR1, NADPH fluorescence consumption, selenite substrate; further: potency means the concentration at half of the fitted maximal effect; on the % scale 0 is the no-effect control and ±100 the full control effect; nearly all actives have a fitted effect of over 65% in size
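Rat TrxR1 (90 nM in the dispensed reagent) was pre-reduced with 400 uM NADPH for 5 min at room temperature, then incubated with compound for 15 min. After 400 uM selenite was added, NADPH fluorescence (Ex 340/Em 450 nm) was followed for 8 min.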
Pin1 inhibitor: human Pin1 inhibition; Q13526; Pin1 FP peptide displacement, HiFluor488, 10 min; Potency, µM (top dose mostly 115 µM), without a hit: at the top dose activity, negative = inhibition, most hits filed as inhibitors; 390,000 compounds, 0.009% hits; AID 504891; active means well fitted inhibition curve with a large enough effect in the polarisation, with a control signal flat, not every such curve was filed as active; inconclusive means small, poorly fitted or top-dose-only effect, or effect the other way, or a change in a side signal; inactive means no such curve, though single readings can be large or run the other way; the % refers to the polarisation; further: potency means the concentration at half of the fitted maximal effect; on the % scale 0 is the no-effect control and ±100 the full control effect
Target sequence (Q13526 whole entry, looked up): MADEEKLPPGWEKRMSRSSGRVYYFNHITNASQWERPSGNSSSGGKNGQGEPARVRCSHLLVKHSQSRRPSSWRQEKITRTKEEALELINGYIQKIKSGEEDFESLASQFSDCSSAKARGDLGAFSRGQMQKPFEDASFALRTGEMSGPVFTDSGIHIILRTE
D2 ag: agonists of human D2 dopamine receptor | P14416 | HEK293 T-REx D2 cells, calcium flux agonist mode | activation, % at 2 µM | 340,000 compounds, 0.53% hits | AID 485358;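 active means activation over 3 SD above normal in the single-dose calcium agonist read, cut at about 30% in these data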; further: 0% is about no effect
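Calcium-flux readout, 1 cycle/sec over 180 s following compound pin transfer, in inducible HEK293 Trex D2 cells (force-coupled); dopamine controls included. Positive calcium responses during this window marked compounds as potential agonists.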
mIDH1 inhibitor: blocks human mutant IDH1 R132H enzyme. O75874. IDH1-R132H enzyme, NADPH consumption, diaphorase/resazurin fluorescence. Potency, µM (top dose mostly 76.6 µM), for the others: top-dose activity change, negative = inhibition, most hits filed as inhibitors. 390,000 compounds, 0.093% hits; further: potency means the concentration at half of the fitted maximal effect; on the % scale 0 is the no-effect control and ±100 the full control effect; nearly all actives have a fitted effect of over 65% in size
Target sequence (O75874 whole entry R132H, stated change not applied): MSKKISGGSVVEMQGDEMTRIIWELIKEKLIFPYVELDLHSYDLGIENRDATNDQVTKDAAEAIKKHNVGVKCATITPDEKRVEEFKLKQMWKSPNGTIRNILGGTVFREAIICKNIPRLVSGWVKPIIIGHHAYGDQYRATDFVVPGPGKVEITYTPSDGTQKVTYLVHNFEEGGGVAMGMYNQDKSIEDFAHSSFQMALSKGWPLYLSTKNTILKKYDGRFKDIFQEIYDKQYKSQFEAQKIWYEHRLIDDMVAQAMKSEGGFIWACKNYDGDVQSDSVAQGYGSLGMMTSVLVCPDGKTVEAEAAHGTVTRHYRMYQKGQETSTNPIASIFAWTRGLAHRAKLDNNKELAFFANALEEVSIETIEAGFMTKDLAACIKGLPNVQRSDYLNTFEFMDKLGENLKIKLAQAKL
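IDH1-R132H (0.5 ug/mL) preincubated 30 min with compound, then NADPH (0.016 mM) and alpha-KG (2 mM) added; 80 min at RT, pH 7.5. Remaining NADPH coupled via diaphorase/resazurin to fluorescence (540/590 nm); concentration-response curves normalized to no-enzyme control.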
TrxR1 substrate: rat thioredoxin reductase 1 substrate activity; purified TrxR1 substrate turnover, NADPH consumption readout; 390,000 compounds, 0.01% hits; AID 588456; Potency, µM (top dose mostly 114 µM), inactives show at the highest dose activity change, negative = substrate turnover; further: potency means the concentration at half of the fitted maximal effect; on the % scale 0 is the no-effect control and ±100 the full control effect; nearly all actives have a fitted effect of over 50% in size
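Rat TrxR1, dispensed at 90 nM, was prereduced with 400 uM NADPH (final) for 5 min at ~22 deg C, then incubated with compound 15 min before 400 uM selenite. A first-read NADPH fluorescence drop versus no-compound background flagged substrates.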
TRHR agonist: agonists of human TRH receptor. P34981. TRHR cells, calcium flux fluo-8, FDSS agonist mode. activation, % at 2 µM. 360,000 compounds, 0.18% hits. AID 493084; in the data active means activation above about 30%; further: 0% is about no effect
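In this calcium-flux screen, cells bearing human TRHR are dye-loaded with fluo-8, baselined for 10 cycles, then exposed to library compounds; positive kinetic calcium responses during the agonist phase mark hits, with TRH as control.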
USP1 inh: inhibitors of human USP1/UAF1 deubiquitinase; 390,000 compounds, 0.23% hits; recombinant USP1/UAF1, Ub-Rhodamine cleavage fluorescence; Potency, µM (titrated, usually from 57.1 µM), for the others: at the top dose activity change, negative = inhibition, hits mostly inhibitors; AID 743255; further: potency means the concentration at half of the fitted maximal effect; on the % scale 0 is the no-effect control and ±100 the full control effect; nearly all actives have a fitted effect of over 60% in size; inactives centre near -12
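USP1/UAF1 complex (1 nM) preincubated 15 min at room temperature with compound, then Ub-Rho substrate (150 nM final) added. Kinetic fluorescence at 480/540 nm over 6 reads at 60 s intervals; 50 mM HEPES pH 7.8, 0.5 mM EDTA, 0.1 mg/ml BSA, 1 mM TCEP, 0.01% Tween-20.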
TRHR PAM: allosteric enhancers of human TRH receptor. P34981. TRHR cells, fluo-8 calcium fluorescence, EC20 TRH enhancement. enhancement, % at 2 µM. 360,000 compounds, 0.66% hits; in the data active means enhancement above about 30%; further: 0% is about no effect
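Enhancer read-out: after compound pinning and an initial kinetic agonist-mode read, an EC20 of TRH (10 nM final) was injected and fluo-8 calcium signal (Ex 480/Em 530) followed at 1 s/cycle for 100 cycles in TRHR-expressing cells.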
Active calls of the source: *; ? = inconclusive; · = not tested or not shown; [ ] = another dose, or the depositor's remark. Unless noted, the call rests on the fitted dose curve; in most records, active means well fitted inhibition curve with a large enough effect; inconclusive means small, poorly fitted or top-dose-only effect; inactive means no such curve, though single readings can be large or run the other way. Some of the compounds tested; rates above refer to the full screens.

SMILES	D2 antag	TrxR1 inh	Pin1 inhibitor	D2 ag	mIDH1 inhibitor	TrxR1 substrate	TRHR agonist	USP1 inh	TRHR PAM
COC(=O)N/N=C(\C)c1ccc(OC(F)F)cc1OC(F)F	21	-1%	-5%	-0.8	1%	-5%	-1.1	-17%	-1
O=Cc1ccc(-c2ccc(Cl)cc2Cl)[nH]1	8	-8%	9%	1.1	-15%	-5%	-1.7	-10%	-1
COc1ccc(-c2cc(=O)c3ccccc3o2)cc1	-1	62%[activator][57.1 µM]	3%	-2.6	-1%	464%[activator][57.1 µM]	-0.8	-10%	0
CC(=O)NC(Cc1cccc(F)c1)C(=O)NC1CCN(C(=O)Nc2ccc(C)cc2)CC1 (configuration not stated)	·	12%[57.1 µM]	3%	·	7%	6%[57.1 µM]	0.1	-5%	2
CCOC(=O)N1CCc2c(sc3c2c(=O)n(CCc2ccccc2)c(=O)n3CC(=O)Nc2ccc(C)cc2)C1	·	14%	2%	·	10%	0%	1.4	-2%	8
Brc1cc(Br)cc(CN2CCSCC2)c1	10	1%	0%	-0.7	-5%	0%	0.2	-19%	-3
COc1ccc(CC(=O)O/N=C(\N)Cc2ccc(OC)cc2)cc1	-25	7%	2%	0.1	3%	0%	-0.7	-7%	-6
Cc1ccccc1NS(=O)(=O)c1cc2c3c(c1)C(C)C(=O)N3CCC2 (configuration not stated)	26	6%	-8%	0.2	-3%	-3%	-0.1	-18%	-8
COc1ccc(C(=O)c2ccc(N(C)C)cc2)c(OC)c1	6	-1%	0%	-1.1	3%	-4%	-1.3	3%	4
Cc1ccc(C)c(OCC(=O)N2CCN(c3ncccn3)CC2)c1	11	20%	1%	0.1	-7%	7%	0.2	-13%	-5
CCOC(=O)Cc1c(C)c2ccc(N(CC)CC)cc2oc1=O	13	33%	-3%	-0.5	3%	67%[activator][57.1 µM]	-0.5	-24%	1
Cc1noc(C(=O)Nc2c(C)n(C)n(-c3ccccc3)c2=O)c1Cl	-1	24%	-6%	0.4	-7%	0%	0.7	-21%	-1
COc1ccc(-n2ncc3c2CC(C)(C)CC3NC(=O)CCn2cncn2)cc1 (configuration not stated)	-2	-3%	-11%	-0.4	7%	-6%	-0.6	-18%	-5
Cc1cc(C)c2c3c(sc2n1)C(c1ccccc1)C(C#N)=C(N)O3 (configuration not stated)	-11	24%	58%	0.7	-11%	10%	1.5	-13%	-6
CCSc1ncc(Cl)c(C(=O)N(Cc2ccccc2)Cc2ccco2)n1	·	-24%	7%	-1.0	·	-3%	-0.8	-6%	1
CC1CCC(NC(=O)CSc2nncn2C)CC1 (configuration not stated)	·	25%[11.4 µM]	-6%	·	9%	3%[11.4 µM]	·	-2%	·
COc1ccc(S(=O)(=O)NC2CC(=O)N(c3ccccc3)C2)cc1C (configuration not stated)	-15	-1%	-1%	1.2	8%	-5%	-0.2	-20%	2
O=C(O)c1ccc(NC(=S)NC(=O)c2ccc(-c3ccc(Br)cc3)o2)cc1	9	?	0%	1.0	19%	5%[57.1 µM]	0.5	3%	2
CC(C)CCn1c(COc2ccccc2)nn(CCC#N)c1=S	-18	4%	5%	0.4	2%	-4%	0.2	-13%	-3
O=C(Nc1ccc(S(=O)(=O)N2CCOCC2)cc1)c1ccc2c(c1)S(=O)(=O)c1ccccc1C2=O	3	12%[57.1 µM]	2%	0.4	?	-5%	1.2	-1%	-2
COC(=O)[C@@H]1C[C@@]2(O)[C@@H](O)[C@@H](O)[C@@H](O)C[C@H]2N1Cc1ccc(-c2ccccc2)cc1	10	-12%	-1%	0.5	4%	-4%	-0.5	-21%	-2
CCc1ccc(OCC(=O)NNCC(=O)Nc2ccc(OC)cc2)cc1	3	-1%	3%	1.6	-6%	-7%	0.8	3%	1
Cn1ccc2cc(S(=O)(=O)N3CCCN(C(=O)Nc4ccccc4Br)CC3)ccc21	·	13%[57.1 µM]	4%	0.0	-3%	-2%[57.1 µM]	-0.4	?	5
CCOc1ccc(N(C)S(=O)(=O)c2ccc(C)c(C(=O)OCC(=O)c3c[nH]c4ccccc34)c2)cc1	5	12%[57.1 µM]	4%	-0.4	1%	5%	0.6	4%	1
COc1cccc(C2=NOC(C(=O)NCc3ccccc3)C2)c1 (configuration not stated)	-2	-5%	0%	-0.3	1%	-10%	-0.3	-5%	-2
Cc1ccccc1OCC(=O)NC1=NCCS1	·	21%	5%	·	2%	7%	0.3	-9%	-6
CC(C)C1CC(c2csc(N)n2)CCO1 (configuration not stated)	0	14%	8%	1.3	7%	4%	0.2	-10%	12
O=C(CCl)N1CCN(S(=O)(=O)c2ccc3c(c2)OCCCO3)CC1	-13	?	-4%	-1.8	-6%	8%	0.2	-15%	7
Nc1c(S(=O)(=O)c2ccccc2)cnc2c(-c3ccc(F)cc3)cnn12	-4	24%[57.1 µM]	-2%	0.3	3%	27%[57.1 µM]	0.2	3%	4
O=C(NCCc1ccccc1)c1nc(-c2ccc(Cl)cc2)n2c1CCCCC2	·	21%	7%	-0.7	4%	-3%	0.5	?	-26
Cc1ccc2c(c1)C1(OCCCO1)C(=O)N2CC#N	-16	12%	-2%	0.1	0%	-2%	-1.4	0%	4
N#C/C(=C\c1ccc[nH]1)C(=O)Nc1ccccc1[N+](=O)[O-]	-12	6%	?	0.0	1%	1%	-0.4	-21%	-5
COc1ccc(-n2c(SCC(N)=O)nc3nc4c(cc3c2=O)COC(C)(C)C4)cc1	12	-1%	-3%	0.2	6%	3%	-0.2	-15%	0
Cn1c(NC(=O)c2ccc(Cl)s2)cc(=O)n(C)c1=O	·	1%	9%	·	6%	-9%	0.3	-23%	-1
CN(C(=O)COC(=O)c1nc(Cl)ccc1Cl)C1CCS(=O)(=O)C1 (configuration not stated)	·	0%	1%	·	6%	-2%	0.2	-18%	-1
CN(C)S(=O)(=O)c1ccc(C(=O)OCC(=O)c2ccc(OC(F)F)cc2OC(F)F)cc1	-3	15%	19%	1.1	7%	-8%[57.1 µM]	2.7	-9%	2
Cc1c(C(=O)Nc2nonc2-c2ccc(F)cc2)oc2ccc(F)cc12	9	26%	23%	-0.2	4%	-1%	-1.6	-26%	20
CCOC(=O)[C@H]1[C@H]2COc3ccccc3[C@@H]2N2C(=O)c3ccc(Cl)cc3NC(=O)[C@@]12C	7	14%	-3%	-0.7	-1%	?	-0.3	?	-6
CC(=O)c1c(C)[nH]c(C(=O)NCC2CCCCC2)c1C	-2	-19%	0%	0.1	0%	-7%	1.4	-12%	-1
CCCCNC(=O)C1(c2ccc(OC)cc2)CCOCC1	-1	11%[57.1 µM]	-3%	-0.6	14%	5%[57.1 µM]	0.7	0%	-2
Cc1ccc(-c2n[nH]c(=S)n2/N=C/c2sccc2C)cc1	11	-21%	-2%	0.4	0%	-7%	-0.2	-27%	-1
O=C(Cn1nnc(-c2ccc(N3CCOCC3)cc2)n1)N1CCOCC1	-10	-3%	-3%	-0.5	-2%	-1%	-1.2	-18%	20
O=C(O)CC1CCCC(c2ccccc2)C1=O (configuration not stated)	19	2%	-3%	0.6	3%	3%	1.1	-7%	-6
COC(=O)C1=CN(Cc2ccc(OC)c(OC)c2)C=C(C(=O)OC)C1c1cccc(F)c1	-6	34%	18%	0.7	?	132%[activator]	-1.9	-30%	1
CN(C(=O)c1cccc(NC(=O)Cc2ccc(NC(=O)C3CCCN(C(=O)c4ccccc4)C3)cc2)c1)C1CCCCC1 (configuration not stated)	·	25%	6%	·	1%[38.3 µM]	2%	·	-23%	·
COC(=O)c1ccccc1NC(=O)C1CCN(S(=O)(=O)c2cc(C)ccc2OC)CC1	15	-2%[57.1 µM]	9%	-0.5	0%	8%[57.1 µM]	-0.5	-1%	-1
c1ccc(-c2sc3ccccc3c2-c2ccc(OCCN3CCCC3)cc2)cc1	·	15%	12%	·	8%	5%	·	?	·
O=S1(=O)CC(O)C(Nc2ccc(Cl)cc2)C1 (configuration not stated)	0	15%[57.1 µM]	3%	-0.9	3%	10%[57.1 µM]	-0.2	-3%	8
O=C(CSc1nncs1)NC1CCCc2ccccc21 (configuration not stated)	-13	10%	-1%	-1.4	5%	3%	0.7	-10%	-10
CC(C)(C)N(Cc1ccccc1)C(=O)COC(=O)CNS(=O)(=O)c1ccc2ccccc2c1	-11	10%	11%	0.2	14%	-3%	0.1	-18%	1
Cc1ccc(NC2CCCN(C(=O)CCc3ccncc3)C2)cc1C (configuration not stated)	·	24%	2%	·	-6%	10%	-0.2	-19%	-7
O=C(CCc1ccccc1O)NC1CCCc2ccccc21 (configuration not stated)	18	25%[0.457 µM]	-12%	-1.4	10%	2%	-1.0	-5%	5
O=C(Nc1ncc([N+](=O)[O-])s1)c1ccccc1Br	16	-11%	2%	0.6	9%	-11%	1.1	-1%	15

Of the compounds above, these have two or more sulfur atoms:
SMILES	D2 antag	TrxR1 inh	Pin1 inhibitor	D2 ag	mIDH1 inhibitor	TrxR1 substrate	TRHR agonist	USP1 inh	TRHR PAM
O=C(Nc1ccc(S(=O)(=O)N2CCOCC2)cc1)c1ccc2c(c1)S(=O)(=O)c1ccccc1C2=O	3	12%[57.1 µM]	2%	0.4	?	-5%	1.2	-1%	-2
Cc1ccc(-c2n[nH]c(=S)n2/N=C/c2sccc2C)cc1	11	-21%	-2%	0.4	0%	-7%	-0.2	-27%	-1
O=C(CSc1nncs1)NC1CCCc2ccccc21 (configuration not stated)	-13	10%	-1%	-1.4	5%	3%	0.7	-10%	-10

Screening results deposited in PubChem by National Center for Advancing Translational Sciences (NCATS).
